Source: PubChem
RTF Ca sens inh: cardiac RTF calcium desensitization; P19429+P45379; hit rate 0.12% among 340,000; AID 493244; inhibition, % at 7.15 µM; IANBD-labeled cardiac RTF, Ca2+ fluorescence;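 active means inhibition above the mean inhibition of all tested compounds plus 3 SD, cut at about 17% in these data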;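 further: assay run at fixed EC70 calcium of 1.6 mM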
Keap1-Nrf2 PPI: inhibitors of human Keap1-Nrf2 protein-protein interaction; Q14145; Keap1 Kelch-Nrf2 peptide fluorescence polarization, 1536-well; inhibition, % at 9.4 µM; hit rate 0.15% among 340,000; in the data active means inhibition above about 12%;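 further: human Keap1 Kelch domain with fluorescein labeled Nrf2 9mer peptide probe; 0% = neutral control wells and 100% = peptide positive control; higher means more block of Keap1 binding to Nrf2 peptide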
Target sequence (Q14145 whole entry, looked up, the tested form may be a part): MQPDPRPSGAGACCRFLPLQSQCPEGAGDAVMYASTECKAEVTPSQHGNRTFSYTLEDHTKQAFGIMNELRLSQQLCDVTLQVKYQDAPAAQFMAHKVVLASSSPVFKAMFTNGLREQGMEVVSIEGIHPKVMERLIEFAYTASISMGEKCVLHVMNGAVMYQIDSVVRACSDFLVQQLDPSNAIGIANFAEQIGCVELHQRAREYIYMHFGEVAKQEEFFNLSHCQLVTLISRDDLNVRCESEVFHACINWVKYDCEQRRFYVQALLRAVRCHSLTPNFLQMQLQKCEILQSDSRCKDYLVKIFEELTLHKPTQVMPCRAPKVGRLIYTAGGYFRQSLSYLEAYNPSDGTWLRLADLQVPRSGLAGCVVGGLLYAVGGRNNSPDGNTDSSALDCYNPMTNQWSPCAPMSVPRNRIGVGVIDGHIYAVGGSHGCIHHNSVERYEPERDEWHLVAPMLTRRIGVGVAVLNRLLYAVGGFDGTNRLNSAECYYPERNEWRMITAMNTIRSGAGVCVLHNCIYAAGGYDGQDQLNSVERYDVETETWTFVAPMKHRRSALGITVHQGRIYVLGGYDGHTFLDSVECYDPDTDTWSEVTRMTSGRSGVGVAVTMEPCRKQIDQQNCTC
MOR-DOR inv ag: inverse agonists of human mu-delta opioid receptor heterodimerization | P35372+P41143 | cell-based MOR-DOR heterodimer luminescence, inverse agonism | inhibition, % at 9.3 µM | hit rate 0.21% among 340,000; in the data active means inhibition above about 22%, passing the limit was not always enough;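 further: 0% = cells with DMSO and 100% = wells without cells with DMSO; values of inactives mirror those of a sister screen read the other way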
cardiac RTF act: increases calcium sensitivity of human cardiac regulated thin filaments; IANBD-labeled TnC RTF fluorescence at EC20 calcium; 0% EC20 calcium, 100% full calcium; hit rate 0.24% among 340,000; P19429+P45379; activation, % at 7.2 µM;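 active means activation above the mean over all tested compounds plus 3 SD, cut at about 30% in these data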;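 further: rise in fluorescence read as greater calcium sensitivity of cardiac thin filaments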
Pemphigus Ab inh: blocks pemphigus antibody binding to human desmoglein-3 | binding (percent of control), % at 10 µM | DSG3-coupled beads, scFv-anti-DSG3-GFP binding, flow cytometry; hits give low values | hit rate 0.48% among 310,000 | P32926;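 active means binding more than 3 SD below its plate's average and above zero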;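 further: hits lower antibody fragment binding to DSG3; some compounds called inactive have numbers as strong as hits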
OPRM1-OPRD1 ag: agonists of human mu-delta opioid receptor heterodimerization; P35372+P41143; cells, OPRM1-OPRD1 heterodimerization, luminescence; activation, % at 9.3 µM; hit rate 0.3% among 340,000; AID 504326; in the data active means activation above about 18%;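 further: 0% = vehicle-treated cells and 100% = reference agonist; values of inactives mirror those of a sister screen read the other way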
Wnt act: Wnt/beta-catenin pathway activation. hit rate 1.2% among 300,000. activation, % at 9.35 µM. Wnt/beta-catenin reporter cell assay, activator, plate reader; in the data active means activation above about 30%, passing the limit was not always enough;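 further: 0% = neutral control wells and 100% = positive control wells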
LANA DNA inh: inhibitors of KSHV LANA C-terminal domain DNA binding. hit rate 0.078% among 340,000. MBP-C-LANA/FAM-LBS DNA binding, fluorescence polarization. inhibition, % at 9 µM. AID 504423;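 active means highest replicate inhibition at or above 60% at 9 µM, even if other replicates fall short; inactive means all replicates below 60% inhibition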;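 further: 0% = neutral control wells and 100% = 4 µM acridine orange control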
V-ATPase pHluor: yeast V-ATPase proton transport regulation by pHLuorin. S. cerevisiae, pHLuorin cytosolic pH fluorescence. response, % at 10 µM. hit rate 0.37% among 350,000. AID 504577; in the data active means response mostly above about 7.3%, no sharp cut-off; inactive means mostly below about 5.4%; further: actives read high; inactives centre near 0; some compounds called inactive have numbers as strong as hits; reference of the scale not given here
Arrestin-AP2 inh: blocks beta-arrestin peptide binding to AP2 adaptin | FITC-arrestin peptide / GST-AP2 beads, flow cytometry; AP2 beta2 appendage carries R879A mutation | inhibition, % at 10 µM | hit rate 0.31% among 340,000 | AID 504490;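 active means inhibition above a set limit, near 3 SD of compounds lacking own fluorescence, cut at about 54% in these data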;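 further: plate controls were DMSO wells for no effect and 5 µM unlabelled arrestin peptide for full effect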
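System: GST-AP2 R879A glutathione beads. Medium: PBS with 0.05% Tween 20 and 0.1% BSA. Also added: FITC-arrestin peptide, 50 nM. Incubation: 12 min plus 1 h, RT. Measured by: high-throughput flow cytometry of beads, ex 488, em 535 nm. Evaluation: percent drop in bead-associated FITC signal.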
* hit, by the source's call; . = not tested or not shown.

SMILES	RTF Ca sens inh	Keap1-Nrf2 PPI	MOR-DOR inv ag	cardiac RTF act	Pemphigus Ab inh	OPRM1-OPRD1 ag	Wnt act	LANA DNA inh	V-ATPase pHluor	Arrestin-AP2 inh
Cc1ccccc1NC(=S)Nc1ccc2cn[nH]c2c1	0	-1	11	2	93	-2.3	3	0.4	2	-3
Cc1cccc(-c2onc3ccc(C4(C)OCCO4)cc23)c1	6	-6	-28	1	112	4.7	2	0.3	0	3
COC(=O)c1ccc(COc2ccccc2/C=C/C(=O)c2ccc(OCC(=O)O)cc2)cc1	-2	-8	-2	10	110	0.3	0	-0.6	-1	-16
O=C(NCCNc1ccc([N+](=O)[O-])cc1C(F)(F)F)c1ccccc1	-12	3	-4	-7	101	0.6	-1	-0.9	6	6
COC(=O)c1ncccc1SC	-24	-4	4	0	96	-0.6	-8	0.6	-7	-1
COc1ccc(NC(=O)/C(C#N)=C\c2ccc(Br)o2)cc1	-4	-5	-5	2	98	0.9	30	1.1	-3	1
O=C(COc1ccccc1Cl)NC1CC1	-2	1	17	0	100	-3.2	5	0.1	-2	13
O=C(O)Cn1c(SCc2cccc3ccccc23)nc2ccccc21	-7	1	7	1	96	-1.1	0	-0.6	-4	-11
CCOC(=O)CN1C(=O)S/C(=C/c2ccc(O)c([N+](=O)[O-])c2)C1=O	-28	-4	24	0	107	-5.2	6	1.8	6	.
CC(=O)[C@@H]1[C@@H](C)N(Cc2ccccc2)C(=O)N[C@H]1c1ccccc1	-10	-4	11	6	96	-2.0	0	1.0	-5	-1
CC(=O)NNC(=S)Nc1cccc(F)c1	.	1	.	.	99	.	2	1.7	-3	0
O=C(Nc1ccccc1C(F)(F)F)c1cc(S(=O)(=O)N2CCC3(CC2)OCCO3)ccc1F	2	4	4	0	97	-0.8	.	0.8	1	-7
CCOc1cc(/C=N/NC(=O)Nc2ccccc2)ccc1O	-11	-6	5	8	108	-0.8	10	-1.1	-3	4
Cc1[nH]c2ccccc2c1C(=O)C(=O)N1CCN(C)CC1	-7	-4	0	13	101	-0.1	-1	5.1	0	10
C=CC[C@H](CC(=O)NCCO)C(=O)N[C@@H](COC(=O)[C@H](CC=C)CC(=O)OC(C)(C)C)Cc1ccccc1	-3	-4	22	-2	113	-4.6	-1	0.5	4	8
CC1CCc2c(sc3ncn(Cc4ccc(C(=O)O)cc4)c(=O)c23)C1 (centres undefined)	-1	-3	10	4	107	-2.1	-2	0.0	6.6*	-11
O=S(=O)(Nc1ccc2nc(N3CCOCC3)sc2c1)c1ccc(Cl)cc1	5	0	-1	1	100	0.2	11	-1.2	-2	15
O=C(c1cc(S(=O)(=O)N2CCOCC2)ccc1Cl)N1CCc2ccccc2C1	-8	1	-3	2	110	0.6	-1	-0.6	4	-18
COc1ccc(-c2oc3ncn4nc(COc5ccccc5)nc4c3c2-c2ccc(OC)cc2)cc1	-5	-3	16	1	105	-3.5	-4	1.9	6	19
CCCCC(=O)Nc1cc(OCC)c(NC(=O)c2ccccc2[N+](=O)[O-])cc1OCC	4	-5	-28	5	100	4.8	-1	-0.2	-3	-2
C=C(C)c1cccc(C(C)(C)NC(=O)Nc2ccc3[nH]c(=O)[nH]c3c2)c1	-8	-1	12	4	105	-2.1	.	-0.7	0	8
CC(C(=O)N1CCCc2ccccc21)N1CCN(S(=O)(=O)c2ccccc2F)CC1 (centres undefined)	-11	-1	-5	-1	114	1.1	.	-0.6	-2	-4
COc1ccc(Cc2nnc(N/N=C/c3ccc(O)cc3)[nH]c2=O)cc1OC	0	-5	-6	7	99	1.2	.	-0.4	2	2
O=C1c2ccccc2CC1Sc1nnc(-c2ccncc2)o1 (centres undefined)	0	-6	5	3	.	-0.9	.	2.1	-4	-5
O=C(NCc1ccco1)C(=O)NCC1OCCN1C(=O)c1ccc(Cl)cc1 (centres undefined)	-11	1	-1	2	100	0.2	0	2.6	8	18

Entries listed so far that bear a hit mark in V-ATPase pHluor.
smiles | Keap1-Nrf2 PPI | MOR-DOR inv ag | cardiac RTF act | Pemphigus Ab inh | OPRM1-OPRD1 ag | Wnt act | LANA DNA inh | V-ATPase pHluor | Arrestin-AP2 inh
CC1CCc2c(sc3ncn(Cc4ccc(C(=O)O)cc4)c(=O)c23)C1 (centres undefined) | -3 | 10 | 4 | 107 | -2.1 | -2 | 0.0 | 6.6* | -11

Next records follow:
SMILES	RTF Ca sens inh	Keap1-Nrf2 PPI	MOR-DOR inv ag	cardiac RTF act	Pemphigus Ab inh	OPRM1-OPRD1 ag	Wnt act	LANA DNA inh	V-ATPase pHluor	Arrestin-AP2 inh
COc1ccccc1CNS(=O)(=O)c1ccc(-n2cccn2)cc1	-3	5	-3	-1	98	0.5	-2	2.8	0	27
COC(=O)Nc1ccc(N2CCOCC2)c(S(=O)(=O)N2CCOCC2)c1	8	-4	10	-2	.	-1.9	0	-0.1	0	6
CCOC(=O)c1c(CN2CCOCC2)n(-c2ccccc2)c2cc(Br)c(O)c(CN(C)C)c12	-3	-2	6	1	106	-1.1	.	-1.1	-1	30
CSCCC(NS(=O)(=O)c1ccc(F)cc1)C(=O)NCc1ccc(S(N)(=O)=O)cc1 (centres undefined)	-5	-1	13	7	90	-2.6	2	2.0	1	33
Nc1nnc(SCC(=O)NNC(=O)c2ccc(Cl)cc2)s1	-14	0	19	-4	99	-5.2	2	-0.1	-4	31
O=C(NC(=S)Nc1ccc2[nH]c(=O)[nH]c2c1)c1cc(Br)ccc1Cl	-9	-2	10	3	109	-1.8	1	-0.9	0	8
CC(C)N(C(=O)CN1CCC(c2nc3ccccc3[nH]2)CC1)C(C)C	-1	-1	18	-1	90	-3.5	-2	-1.0	-3	-11
O=C(NC1CCc2ccccc21)c1cc(COc2c(F)cccc2F)on1 (centres undefined)	2	-1	0	5	98	-0.1	18	0.1	-3	4
O=C(c1ccccc1Br)N1CCN(c2ncccn2)CC1	-2	-1	22	-3	.	-4.8	-1	0.9	2	10
COc1cc(NC(=O)c2ccccc2)c(OC)cc1NC(=O)CN1CCOCC1	-8	-2	8	3	100	-1.5	.	1.0	-3	-2
CCCc1cc(Nc2cccc(OCC)c2)n2ncnc2n1	-3	-3	5	1	107	-0.8	.	0.3	-2	-1
Cc1ccccc1C(=O)NC(=S)N(C)CCc1ccccn1	-5	2	6	1	101	-1.2	-1	-0.4	-3	-25
CCOC(=O)N1CCN(c2c(NCCN(C)Cc3ccccc3)c(=O)c2=O)CC1	-10	-7	-298	0	102	50*	-2	-1.1	-3	5
Cc1nn(-c2ccccc2)c(C)c1C(=O)NCCc1ccc(Cl)cc1	-10	-1	4	-5	.	-0.7	-1	-0.4	3	-14
COC(=O)CSc1nnc(NC(=O)C2CC(=O)N(c3ccc(F)cc3)C2)s1 (centres undefined)	-3	-8	17	1	.	-3.2	-1	2.6	2	1
Cc1cccc(C)c1OCC(=O)NC1CC1	-7	-2	9	-6	107	-1.6	-1	0.3	0	-8
O=C(O)c1cccc(N2CCCC2)c1	4	-1	17	1	79	-2.8	4	4.4	1	1
CCOc1ccccc1CN1CCNC(=O)C1CC(=O)NC1CCCCC1 (centres undefined)	-1	-1	16	-6	94	-3.0	-1	-0.5	0	-2
Cc1oc(-c2cccs2)nc1CN1CCC(C(=O)N2CCCC2)CC1	-9	2	3	-2	106	-0.6	1	0.1	-2	10
CC(OC(=O)CNC(=O)c1sc2ccccc2c1Cl)c1ccccc1 (centres undefined)	-4	0	-9	-6	104	2.3	0	-0.5	1	50
CCCNC(=O)c1ccc(COc2ccc(C(C)(C)C)cc2)o1	0	-1	-14	3	102	3.0	1	0.6	-1	-6
CC1(C)Cc2c(sc3c2c(=O)n(-c2cccc(Cl)c2)c(=O)n3CC(N)=O)CO1	-1	-1	11	-2	104	-2.1	-2	-0.9	-1	-17
CS(=O)(=O)N1CCC(C(=O)NCc2ccco2)CC1	-13	-3	-4	5	86	0.7	.	1.5	-4	6
CCCCCCCCCC(=O)NNC(=O)c1c(O)c2ccccc2n(CCC)c1=O	-9	0	12	-10	101	-2.1	0	0.3	-1	14
O=[N+]([O-])c1ccc(Oc2ccc(S(=O)(=O)N3CCCCC3)cc2)cc1	5	-4	2	1	.	-0.4	.	-1.0	1	-10

Sorted by SMILES length (lowest first): some entries from above
SMILES	RTF Ca sens inh	Keap1-Nrf2 PPI	MOR-DOR inv ag	cardiac RTF act	Pemphigus Ab inh	OPRM1-OPRD1 ag	Wnt act	LANA DNA inh	V-ATPase pHluor	Arrestin-AP2 inh
Cc1cccc(C)c1OCC(=O)NC1CC1	-7	-2	9	-6	107	-1.6	-1	0.3	0	-8
CCCc1cc(Nc2cccc(OCC)c2)n2ncnc2n1	-3	-3	5	1	107	-0.8	.	0.3	-2	-1
CCCCCCCCCC(=O)NNC(=O)c1c(O)c2ccccc2n(CCC)c1=O	-9	0	12	-10	101	-2.1	0	0.3	-1	14
COC(=O)CSc1nnc(NC(=O)C2CC(=O)N(c3ccc(F)cc3)C2)s1 (centres undefined)	-3	-8	17	1	.	-3.2	-1	2.6	2	1
O=[N+]([O-])c1ccc(Oc2ccc(S(=O)(=O)N3CCCCC3)cc2)cc1	5	-4	2	1	.	-0.4	.	-1.0	1	-10
CC1(C)Cc2c(sc3c2c(=O)n(-c2cccc(Cl)c2)c(=O)n3CC(N)=O)CO1	-1	-1	11	-2	104	-2.1	-2	-0.9	-1	-17
CCOC(=O)c1c(CN2CCOCC2)n(-c2ccccc2)c2cc(Br)c(O)c(CN(C)C)c12	-3	-2	6	1	106	-1.1	.	-1.1	-1	30

(further entries)
SMILES	RTF Ca sens inh	Keap1-Nrf2 PPI	MOR-DOR inv ag	cardiac RTF act	Pemphigus Ab inh	OPRM1-OPRD1 ag	Wnt act	LANA DNA inh	V-ATPase pHluor	Arrestin-AP2 inh
CSc1nsc(SCC(=O)Nc2ccc(O)c(C(=O)O)c2)n1	1	-3	3	-3	112	-0.4	-2	0.6	0	7
CC(=O)N1CCC2(CC1)NC(=O)N(c1ccccc1)N2	0	3	9	-1	97	-1.9	2	0.2	-1	-1
COC(=O)C1=C(C)Nc2nnnn2C1c1ccccc1Cl (centres undefined)	-10	0	6	5	108	-1.5	-3	-1.5	9	1
COc1ccc(CC(=O)NNC(=O)c2ccc(SCc3cc(F)ccc3F)c([N+](=O)[O-])c2)cc1	2	-4	-20	5	108	3.8	-1	0.1	-1	-6
O=c1c2cc(Cl)ccc2nc(-c2ccc(Cl)c(Cl)c2)n1O	-2	2	-24	0	89	4.5	2	1.3	1	1
Cc1ccc(-n2c(=O)c3c4c(sc3n3c(=S)[nH]nc23)CCC4)cc1	.	-5	.	.	98	.	-4	0.2	3	-41
CCC(NC(=O)COC(=O)C1CC2CCCC(C1)C2=O)c1ccc(Br)cc1 (centres undefined)	-11	2	7	-4	99	-1.3	-4	0.8	2	-5
CCn1c(SCC(=O)c2c(N)n(C3CC3)c(=O)[nH]c2=O)nnc1-c1ccccc1OC	-4	1	16	-1	100	-3.9	0	-0.2	1	-28
